GAA850 FXN act – FXN promoter activators, primary screen, cell-based, luciferase luminescence, HEK293 lucGAA850; HEK293 lucGAA850 FXN promoter luciferase reporter, 24 h; percent of 10 µM SAHA response; activation, % at 6 µM; hit rate 0.56% among 360,000; AID 540364, 2011;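 active = activation above the average of all compounds screened plus 3 SD, cutoff fixed separately per campaign, cut at about 7.5% in these data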;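 note: 0% = DMSO wells and 100% = 10 µM SAHA wells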
ADAM17 inh – ADAM17 inhibitors, primary screen, biochemical, QFRET | recombinant ADAM17, EDANS/DABCYL FRET peptide cleavage | inhibition, % at 6.95 µM | AID 720648, 2013 | Disintegrin and metalloproteinase domain-containing protein 17 (Homo sapiens), P78536 | hit rate 0.83% among 370,000;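 active = inhibition above the mean of compounds lying between control limits plus 3 SD, set per campaign, cut at about 8.5% in these data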;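 note: 0% = DMSO-only wells as the low control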
hgDAF-12 ag – H. glycines DAF-12 receptor agonists, primary screen, cell-based, luminescence, HEK293, GAL4 fusion, UAS-luciferase. hit rate 1.8% among 370,000. activation, % at 6.8 µM. Nuclear hormone receptor DAF-12 (Heterodera glycines), GAL4 fusion. AID 687014, 2013. HEK293 GAL4-hgDAF12 UAS-luciferase reporter, agonist luminescence; normalized to butyrate control;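 active = activation above a cutoff set at the mean of all screened compounds plus 3 SD, cut at about 10% in these data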;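 note: 0% = DMSO wells and 100% = sodium butyrate wells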
sPLA2-III inh – human group III sPLA2 inhibitors, primary screen, biochemical, QFRET, BODIPY PC-A2 liposome substrate; AID 743126, 2013; hit rate 0.56% among 370,000; inhibition, % at 12.2 µM; Group 3 secretory phospholipase A2 (Homo sapiens), Q9NZ20; QFRET BODIPY PC-A2 liposome hydrolysis, fluorescence;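 active = inhibition above mean plus 3 SD of compounds lying within the high and low control bounds, cut at about 19% in these data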;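 note: 0% = median of test compound wells and 100% = no enzyme DMSO wells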
ADAM10 inh – human ADAM10 inhibitors, primary screen, biochemical, QFRET, HTS; inhibition, % at 7 µM; Disintegrin and metalloproteinase domain-containing protein 10 (Homo sapiens), O14672; hit rate 0.62% among 370,000; recombinant ADAM10, EDANS/DABCYL FRET peptide cleavage, 3 h;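 active = inhibition above a per-campaign cutoff equal to the mean of compounds falling between control-based bounds plus 3 SD, cut at about 20% in these data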;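 note: 0% = DMSO wells while the 100% control is not disclosed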
hcDAF-12 act – H. contortus DAF-12 nuclear receptor activators, primary screen, cell-based, luminescence, HEK293, lit1-tk-luc reporter; HEK293 hcDAF-12 lit1-tk-luc reporter; 0% DMSO, 100% Δ7-dafachronic acid; activation, % at 6.8 µM; hit rate 1.4% among 370,000; AID 652067, 2013;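 active = activation above the mean of all tested compounds plus 3 SD, cut at about 5.5% in these data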;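 note: 100% = response to 3 µM Δ7-dafachronic acid high control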
PLC-beta3 inh – human PLC-beta3 inhibitors, primary screen, biochemical, fluorescence; AID 720704, 2013; hit rate 0.18% among 370,000; inhibition, % at 12.2 µM; Purified PLC-beta3, fluorogenic substrate; in the data active = inhibition above about 11%;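 note: 0% = median of compound wells on plate and 100% = full blocker control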
Target sequence (Q01970 whole entry, looked up): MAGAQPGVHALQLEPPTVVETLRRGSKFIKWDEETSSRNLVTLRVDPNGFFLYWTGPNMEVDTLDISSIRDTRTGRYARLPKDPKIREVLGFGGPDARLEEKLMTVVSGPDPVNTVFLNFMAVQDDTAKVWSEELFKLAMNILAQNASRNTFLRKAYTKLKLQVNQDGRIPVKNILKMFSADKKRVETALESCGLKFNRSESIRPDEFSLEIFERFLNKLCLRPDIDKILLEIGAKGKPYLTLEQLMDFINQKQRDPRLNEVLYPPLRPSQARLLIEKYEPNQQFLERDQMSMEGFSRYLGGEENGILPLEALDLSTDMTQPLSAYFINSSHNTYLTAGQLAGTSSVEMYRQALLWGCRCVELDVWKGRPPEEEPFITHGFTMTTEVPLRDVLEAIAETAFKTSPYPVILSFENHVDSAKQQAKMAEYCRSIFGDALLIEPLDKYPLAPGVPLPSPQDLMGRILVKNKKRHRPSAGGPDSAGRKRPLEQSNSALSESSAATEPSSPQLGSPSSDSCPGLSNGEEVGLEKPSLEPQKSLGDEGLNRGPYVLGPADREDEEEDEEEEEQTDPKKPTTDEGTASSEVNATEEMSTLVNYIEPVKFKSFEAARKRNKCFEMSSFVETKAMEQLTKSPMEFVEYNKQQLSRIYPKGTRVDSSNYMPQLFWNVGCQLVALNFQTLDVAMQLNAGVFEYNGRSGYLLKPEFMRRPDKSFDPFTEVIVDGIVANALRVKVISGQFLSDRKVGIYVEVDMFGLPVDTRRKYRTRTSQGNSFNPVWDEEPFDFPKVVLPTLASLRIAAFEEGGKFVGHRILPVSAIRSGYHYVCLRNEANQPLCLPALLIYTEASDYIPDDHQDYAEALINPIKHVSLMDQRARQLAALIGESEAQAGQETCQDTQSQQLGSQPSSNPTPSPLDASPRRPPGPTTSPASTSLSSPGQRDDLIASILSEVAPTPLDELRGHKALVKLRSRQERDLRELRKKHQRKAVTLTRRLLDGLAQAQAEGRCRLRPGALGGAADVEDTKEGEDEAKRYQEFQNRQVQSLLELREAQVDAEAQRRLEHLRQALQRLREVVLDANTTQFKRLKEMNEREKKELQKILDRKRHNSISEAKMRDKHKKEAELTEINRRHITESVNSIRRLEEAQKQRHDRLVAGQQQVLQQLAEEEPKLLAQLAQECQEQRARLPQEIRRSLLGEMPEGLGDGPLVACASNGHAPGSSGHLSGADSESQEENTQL
DAX1 inh-1 – DAX1 (NR0B1) inhibitors, primary screen, cell-based, HEK293, Gal4-DAX1, luciferase luminescence; inhibition, % at 6.75 µM; AID 504766, 2011; hit rate 0.99% among 340,000; HEK293 Gal4-DAX1 luciferase reporter; Nuclear receptor subfamily 0 group B member 1 (Homo sapiens), P51843;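 active = inhibition above the mean over all tested compounds plus 3 SD, cut at about 4.2% in these data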;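 note: 0% = DAX1-transfected cells with DMSO and 100% = empty-vector control cells with DMSO; inhibition shows as a rise in luminescence from relieved DAX1 repression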
PLCg1 inh – PLC-gamma1 enzyme inhibitors, primary screen, biochemical, fluorescence, purified enzyme. 1-phosphatidylinositol 4,5-bisphosphate phosphodiesterase gamma-1 (Homo sapiens), P19174. fluorogenic substrate. inhibition, % at 12.2 µM. hit rate 0.84% among 370,000. AID 720700, 2013; in the data active = inhibition above about 9.5%
ssDAF-12 act – S. stercoralis DAF-12 nuclear receptor activators, primary screen, cell-based, luminescence, HEK293, GRIP1 co-expression, lit1-tk-luc. Nuclear hormone receptor DAF-12 (Strongyloides stercoralis). HEK293 ssDAF-12/GRIP1 lit1-tk-luc reporter; % of 3 µM dafachronic acid response. activation, % at 6.8 µM. hit rate 1% among 370,000. AID 652126, 2013;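 active = activation above the mean over all tested compounds plus 3 SD, cut at about 0.9% in these data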;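 note: 0% = DMSO-only wells and 100% = 3 µM delta7-dafachronic acid wells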
DAX1 inh-2 – DAX1 (NR0B1) inhibitors on StAR promoter, primary screen, cell-based, luminescence, SF-1 (NR5A1), full-length DAX-1 | HEK293T StAR-luciferase reporter, SF-1/DAX-1 repression relief | inhibition, % at 6.8 µM | hit rate 1.1% among 370,000 | AID 652010, 2013;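 active = inhibition above the mean over all tested compounds plus 3 SD, cut at about 3.6% in these data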;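 note: 0% = DAX-1 cells with DMSO and 100% = cells lacking DAX-1 with DMSO; higher inhibition means more luminescence from relief of DAX-1 repression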
* hit, by the source's call; . = not tested or not shown; & = joins results of further samples.

SMILES	GAA850 FXN act	ADAM17 inh	hgDAF-12 ag	sPLA2-III inh	ADAM10 inh	hcDAF-12 act	PLC-beta3 inh	DAX1 inh-1	PLCg1 inh	ssDAF-12 act	DAX1 inh-2
CCN(CC)/C(Sc1ccccc1)=C(\C(Cl)=C(Cl)Cl)[N+](=O)[O-]	1.2	-3	-3.5	13	10	1.5	-2	-0.8	8	-1.3	-0.1
CCCCCCCCNC(=O)c1cnccn1	2.3	1	-0.2	1	-2	2.5	2	0.1	-1	-0.8	-0.7
COC(=O)N/N=C/c1ccc(OS(=O)(=O)c2ccc(C)cc2)c(OC)c1	-2.6	2	-0.7	-1	-7	-1.6	-6	-2.2	2	-1.9	0.0
CCn1c(C)nc2cc(N)ccc21	-3.7	-3	-4.9	1	-5	-1.5	-14	1.7	-8	-2.1	-0.1
COc1ccccc1N1CCN(S(=O)(=O)c2cccc3nsnc23)CC1	1.8	-1	-1.1	-3	6	0.5	2	0.2	-2	-0.6	0.4
Cc1cccc(C(=O)Oc2ccc3ccc(O)cc3c2)c1	-0.5	-1	-0.5	-44	6	-1.3	-4	0.2	2	-1.0	0.1
O=C(CCn1cccn1)N1CCCC(N2CCN(c3cccc(Cl)c3)CC2)C1 (configuration not stated)	-0.3	3	0.8	-6	-4	-0.8	-4	-0.4	-2	-1.1	-2.0
O=C1C2CCCN2C(c2ccccc2F)N1c1ccc(Cl)cc1 (configuration not stated)	0.0	3	1.2	5	-1	1.6	3	0.1	3	-0.8	0.2
COc1ccccc1C(=O)COC(=O)Cn1[nH]c(=O)c2ccccc2c1=O	-0.6	2	-2.1	8	-7	0.5	-4	-0.3	1	-0.7	0.7
NC(COCc1ccccc1)c1csc(Nc2ccc(S(N)(=O)=O)cc2)n1 (configuration not stated)	-0.9	-2	-0.5	1	-17	-0.1	-7	.	-8	-1.3	1.2
CCOc1ccc(S(=O)(=O)N2CCCCC2)cc1NC(=O)Cc1cccs1	-5.5	0	-3.5	2	-2	1.0	-3	0.2	0	-0.8	2.5
CCOC(=O)c1nn(-c2ccc(C)cc2)c(=O)cc1OCC(=O)Nc1cc(C)ccc1OC	-1.6	2	1.9	1	-2	0.5	-2	0.5	3	-0.9	3.4
Cc1noc(C)c1C(=O)Nc1cccnc1	0.4	-6	-1.5	4	-3	0.3	0	1.4	2	-1.4	-0.4
O=C1CC(c2ccccc2)CC(O)=C1C=NCc1ccncc1 (configuration not stated)	3.6	-2	-2.1	-1	4	-1.6	2	-0.6	-1	-0.3	0.4
COc1ccc(S(=O)(=O)N2CCCC(C(=O)O)C2)cc1 (configuration not stated)	0.7	-1	-2.1	3	0	-1.0	3	-0.7	1	-1.4	0.2
C/C(CC(C)C)=N\NS(=O)(=O)c1ccc(C)c([N+](=O)[O-])c1	0.7	2	0.1	1	5	0.5	-2	0.3	3	-1.2	0.8
COc1ccc(CN2C(=O)C3C4C=CC(C4)C3C2=O)cc1 (configuration not stated)	-1.0	2	-1.1	9	8	-0.8	4	-0.4	5	-1.2	-0.1
O=C(NCCO)/C(=C\c1cccc([N+](=O)[O-])c1)NC(=O)c1ccco1	-0.9	-1	-0.4	-2	0	-1.1	0	3.7	0	-1.4	0.2
COc1ccc(-n2nc3c(N4CCC(C(=O)NCCc5ccco5)CC4)nnc(C)c3c2C)cc1	0.1	-15	-2.5	-10	-39	-2.2	-76	-0.5	-49	-0.5	0.2
COc1cccc(/C=C/c2ccncc2)c1OC	4.6	-1	1.0	-6	4	-1.7	-14	0.0	-12	-1.0	-0.4
CC(C)CNc1oc(-c2ccccc2Cl)nc1C#N	5.4	-22	3.9	-1	-59	-1.1	-89	-1.1	-70	-1.8	-0.6
CC1CCCC(C)N1CCCNC(=O)C1CCCN(S(=O)(=O)N2CCCCC2)C1 (configuration not stated)	-1.2	-2	-1.8	11	-4	-2.6	1	0.8	-1	-1.8	0.0
COc1cc(OC)cc(-c2oc(=O)c3cc(OC)c(OC)cc3c2C(F)(F)F)c1	0.8	-4	0.5	11	-1	0.8	-1	1.2	-1	-0.9	0.5
CCN1CCN(C(=O)c2cc(S(=O)(=O)N3CCCCC3)ccc2Cl)CC1	-2.8	-5	-0.7	3	-4	0.3	-7	-0.5	-4	-0.8	-0.9
COc1cccc(N2CC(C(=O)OC(C)C(=O)c3ccccc3)CC2=O)c1 (configuration not stated)	-0.1	3	5.4	4	8	-0.5	3	-0.1	4	-1.3	0.6
Cc1cccc(C(=O)OC(C)C(=O)NC2CCCc3ccccc32)c1O (configuration not stated)	2.4	8	-2.1	-2	6	0.5	-2	3.0	-2	-0.4	1.1
CC(C)NC(=O)CN1C(=O)c2ccccc2S1(=O)=O	1.5	0	-0.9	1	0	-0.9	3	0.5	-5	-1.5	0.1
C/C(=N\NC(=O)COc1ccccc1)c1ccc(O)cc1	0.0	2	-0.8	2	3	0.3	0	1.6	0	-1.2	0.1
CCn1cc(CN2CCC(n3nccc3NC(=O)c3ccc(OC)cc3)CC2)cn1	-1.5	-4	3.6	-1	5	1.4	-3	0.8	2	-1.1	0.0
O=S(=O)(Nc1ccc2c3c(cccc13)CC2)c1ccccc1	-1.9	3	4.5	-20	4	-0.3	-4	0.3	-1	-0.9	-1.8
CCC(=O)N/N=C(\C)CC(=O)Nc1cccc([N+](=O)[O-])c1	0.0	4	-0.4	8	9	1.9	1	-0.9	0	-1.5	-0.8
COc1ccc(OC)c(S(=O)(=O)N2CCCCC2C(=O)N2CCN(c3ccccn3)CC2)c1 (configuration not stated)	1.8	-2	-1.1	-12	-5	-3.5	-1	-2.1	6	-1.0	-0.9
C1CCc2nnc(C3CC3)n2CC1	2.0	2	-1.7	3	7	-0.7	1	0.2	2	-1.4	-0.2
CCOC(=O)C(=O)c1c(-c2ccccc2)nc2ccccn12	1.4	2	1.5	-2	4	-0.6	8	-0.7	0	-0.8	0.0
CC1(C)Cc2c(ccc3ccccc23)C2=C(C(=O)N3CCCC3)C(=O)C(=O)N21	0.6	-16	-1.2	-4	-38	-0.7	-86	-0.7	-58	-1.6	-1.3
CCCCCSc1nc2c(c(=O)[nH]c(=O)n2C)n1C(C)C	4.5	1	2.4	-2	7	-0.8	3	0.2	-2	-0.6	0.7
CC1CCN(C(=O)COC(=O)c2cc(=O)[nH]c3ccccc23)CC1	3.2	-35	12*	11	-133	4.7	-168	1.5	-132	-0.2	9.4*
Cc1cc(=O)n2nc(N3CCCC(C(=O)Nc4cccc(C)c4C)C3)sc2n1 (configuration not stated)	-0.3	-6	-3.3	12	-6	0.9	1	.	1	-0.4	-0.3
CCOC(=O)N1CCN(C(=O)c2cc(COc3ccc(OC)cc3Cl)on2)CC1	1.4	-2	2.2	-8	-14	-0.4	-9	2.3	-1	-1.2	-0.8
COc1cc(-c2cc(=O)c3ccc(O)cc3o2)cc(OC)c1OC	-0.9	-42	-2.8	-12	-201	-2.8	-438	.	-320	-0.8	-1.3

Just GAA850 FXN act, for three of the compounds above:
| smiles | GAA850 FXN act |
| --- | --- |
| CC1(C)Cc2c(ccc3ccccc23)C2=C(C(=O)N3CCCC3)C(=O)C(=O)N21 | 0.6 |
| CCCCCSc1nc2c(c(=O)[nH]c(=O)n2C)n1C(C)C | 4.5 |
| CC1CCN(C(=O)COC(=O)c2cc(=O)[nH]c3ccccc23)CC1 | 3.2 |

(next part)
SMILES	GAA850 FXN act	ADAM17 inh	hgDAF-12 ag	sPLA2-III inh	ADAM10 inh	hcDAF-12 act	PLC-beta3 inh	DAX1 inh-1	PLCg1 inh	ssDAF-12 act	DAX1 inh-2
COc1ccc(C(C(=O)NC2CCCC2)N(C(=O)c2snc(C(N)=O)c2N)c2ccccc2OC)cc1OC (configuration not stated)	-1.0	-32	1.1	4	-80	-1.5	-46	-1.3	-29	-0.7	-0.4
O=[N+]([O-])c1ccc2[nH]ncc2c1	1.3	0	-2.3	-1	0	0.3	3	1.8	2	-1.0	0.3
Cc1cc(C)c2nc(N(CCN(C)C)C(=O)c3ccc4ccccc4c3)sc2c1	-2.3	-1	0.2	3	-3	0.6	-14	0.2	-2	-1.7	0.6
C/C(N)=C(/C#N)C(=O)CSc1nc(C2CCCCC2)n(-c2ccccc2)n1	0.8&-2.0	-1&1	-0.5&0.3	2&-7	-13&-3	-1.1&-0.5	0&1	0.1&1.4	-3&-2	-0.9&-1.0	-0.1&-1.2
O=C(c1ccccc1)c1cccn1CC(=O)N1CCN(c2ccccc2)CC1	-1.8	-2	2.5	-3	6	-0.7	2	-1.1	3	-1.4	1.0
CCOC(=O)/C(=N\Nc1ccccc1Cl)N(C)C1CCCCC1	-0.9	-3	6.8	8	-9	0.8	2	-1.1	2	-0.9	0.2
CN(CCOc1ccccc1)C(=O)c1ccc2c(c1)OCO2	3.6	-1	6.3	11	-17	1.2	-8	0.0	3	-0.1	0.5
COc1ccc(F)cc1S(=O)(=O)NCC1CCCO1 (configuration not stated)	0.7	-2	-1.0	8	-5	-0.4	-4	1.9	0	-1.0	-0.5
CCOC(=O)Cn1nc(C)c(NC(=O)COc2ccccc2)c1C	3.8	0	1.9	-2	3	0.0	1	-0.8	-3	-0.7	0.0
CCN(CC)CCCNC(=S)N1CCN(c2nc3ccccc3n2CC)CC1	1.0	-4	1.3	-2	-2	2.3	-4	1.5	-1	-0.4	0.7
Cn1c(COc2nnc(-c3ccc(Cl)cc3)c3ccccc23)nc2ccccc21	1.9	0	-0.1	0	1	-2.6	-36	-0.1	2	-1.3	0.2
OC[C@@H]1CN(Cc2ccncc2)C[C@H](n2cnc3c(NC4CC4)ncnc32)O1	0.1	-2	-1.0	12	1	-0.8	1	.	3	-1.3	0.1
Cc1ccc(CNC(=O)C2CC(=O)OC23CCCC3)c(C)c1 (configuration not stated)	-1.8	-1	-0.6	4	-1	1.2	3	0.7	5	-0.1	0.3
CCC(C)(C)n1nnnc1C(c1ccc(C)cc1)N1CCSCC1 (configuration not stated)	-0.3	1	1.9	5	-4	-1.2	1	1.4	3	-1.2	-0.6

Assay outcomes: PubChem, The Scripps Research Institute Molecular Screening Center
